Source: PubChem
S100A4 inh HTS: blocks human S100A4 binding to myosin IIA peptide; S100A4/TAMRA-MyoIIA peptide fluorescence polarization; inhibition, % at 10.7 µM; 360,000 compounds, 0.14% hits; AID 652163;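 active = mean inhibition of at least 70% across replicates, with every replicate also reaching that level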
Target sequence (P26447 whole entry, looked up): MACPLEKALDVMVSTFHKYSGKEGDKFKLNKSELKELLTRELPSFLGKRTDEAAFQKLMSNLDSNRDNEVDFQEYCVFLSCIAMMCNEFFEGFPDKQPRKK
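incubation = readout 5 min after mixing, signal stable up to 60 min | system = S100A4 monomer protein | buffer or medium = HEPES pH 7.2 with CaCl2, KCl, NaCl, DTT, Triton | benchmarks = neutral control DMSO, positive control TFP | also added = fluorescent myosin IIA peptide, 5 nM | compound dosing = one concentration per compound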
LGR2 inh: Drosophila LGR2 receptor signaling inhibition | 380,000 compounds, 0.35% hits | HEK293 LGR2, CRE-luciferase, bursicon-stimulated, 4 h | AID 720647 | inhibition, % at 9.99 µM;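 active = drop in luminescence signal, shown as inhibition above about 50% in the replicate tests, limit read from the data, passing the limit was not always enough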;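 note: agonist challenge used bursicon conditioned medium at about half maximal strength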
esBAF inh: blocks esBAF chromatin remodeling in mouse ES cells. 350,000 compounds, 2% hits. reporter increase, % at 12.5 µM. Bmi1-luciferase knock-in reporter, 24 h; 100% = twice the neutral-well signal; in the data active = activation above about 40%;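 note: 0% = median of the plate's neutral control wells and 100% = double that signal; a rise in the Bmi1 reporter signal indicates esBAF inhibition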
C2C12 statin: suppressors of simvastatin-induced myotoxicity in C2C12 myotubes; ATP luminescence, 48 h; scaled: DMSO 0, geranylgeraniol control 100; rescue of ATP level, % at 7.49 µM; 330,000 compounds, 0.78% hits;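 active = mean ATP rescue above about 67%, or every replicate alone reaching that limit, limit read from the data, passing the limit was not always enough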;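 note: myotubes were challenged with 10 µM simvastatin during compound exposure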
FN deposit inh: fibronectin deposition inhibition; AH1F fibroblasts, Alexa488-fibronectin deposition fluorescence, overnight; 350,000 compounds, 0.086% hits; inhibition, % at 12.6 µM; AID 743247;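 active = mean inhibition across replicates of 30% or more, regardless of how many single replicates reach that level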;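 note: positive control wells lacked labelled fibronectin entirely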
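Material: AH1F fibroblasts assembling fluorescent fibronectin matrix; amount: 10000 AH1F cells/well; medium: DMEM, 2% serum; reagent: Alexa488-fibronectin, 24 nM final in well; dosing: single compound dose, delivered by pin transfer; incubation: 1 h adhesion, overnight exposure; detection: fluorescence after three HBSS washes, excitation 485 nm, emission 525 nm; measure: fibronectin deposition inhibition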
Casp6 inh: caspase-6 (human) enzyme inhibition. purified caspase-6, Z-VEID-R110 cleavage fluorescence. inhibition, % at 12.5 µM. 350,000 compounds, 0.53% hits. AID 686996;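 active = mean inhibition across replicates at least about 35%, with every replicate also reaching that limit, limit read from the data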;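 note: 0% = median of neutral control wells and 100% = no fluorescence left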
Target sequence (P55212 24-179 limits assumed): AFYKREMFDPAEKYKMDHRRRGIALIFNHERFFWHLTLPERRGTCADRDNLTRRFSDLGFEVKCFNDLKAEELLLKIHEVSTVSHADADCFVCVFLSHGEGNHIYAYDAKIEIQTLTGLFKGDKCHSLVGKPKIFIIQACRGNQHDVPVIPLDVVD
Target sequence (P55212 194-293 limits assumed): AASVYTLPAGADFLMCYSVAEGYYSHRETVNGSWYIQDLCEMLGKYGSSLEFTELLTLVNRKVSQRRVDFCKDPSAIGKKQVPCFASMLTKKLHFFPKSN
SIRT5 inh: blocks human SIRT5 desuccinylation of peptide; Q9NXA8; Purified SirT5, succinyl-peptide AMC, trypsin-coupled fluorescence; inhibition, % at 15 µM; 330,000 compounds, 1.1% hits; in the data active = inhibition above about 15%
Target sequence (Q9NXA8 whole entry, looked up): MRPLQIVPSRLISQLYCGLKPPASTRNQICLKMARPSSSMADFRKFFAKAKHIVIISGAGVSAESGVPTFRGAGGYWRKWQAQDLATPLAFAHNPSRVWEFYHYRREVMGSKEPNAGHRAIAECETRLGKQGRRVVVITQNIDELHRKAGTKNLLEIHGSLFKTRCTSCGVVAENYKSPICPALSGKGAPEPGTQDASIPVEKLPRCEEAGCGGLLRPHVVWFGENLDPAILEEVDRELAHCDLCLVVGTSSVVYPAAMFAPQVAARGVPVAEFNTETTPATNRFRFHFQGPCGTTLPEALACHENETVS
Active calls of the source: *; · = not tested or not shown; & = joins results of further samples.

Labels used below: A = S100A4 inh HTS; B = LGR2 inh; C = esBAF inh; D = C2C12 statin; E = FN deposit inh; F = Casp6 inh; G = SIRT5 inh
C[C@@H]1CN([C@@H](C)CO)C(=O)c2cccc(NS(=O)(=O)c3cn(C)cn3)c2O[C@H]1CN(C)S(=O)(=O)c1cccs1
  A: -19; B: 14; C: -7; D: -31; E: -2; F: -2; G: -5

O=C(NCCC1=CCCCC1)c1cc(S(=O)(=O)N2CCOCC2)ccc1F
  A: 3; B: -2; C: ·; D: ·; E: 0; F: 1; G: 0

COc1cccc(NC(=O)CN(C)C(=O)c2cccc(S(=O)(=O)Nc3ccccc3OC)c2)c1
  A: -11; B: 0; C: -1; D: 1; E: 8; F: -1; G: -1

COc1ccc(C)cc1NS(=O)(=O)c1cccc2nonc12
  A: ·; B: ·; C: -6; D: 6; E: -8; F: ·; G: ·

Cc1oc2c(C)c3oc(=O)c(CCC(=O)NCCN4CCOCC4)c(C)c3cc2c1C
  A: -3; B: ·; C: 16; D: -3; E: ·; F: -1; G: ·

CN1CCCCN2[C@H](C1)[C@@H](c1ccc(Br)cc1)[C@@H]2CO
  A: -18; B: 1; C: -5; D: 31; E: ·; F: -1; G: -3

C[C@H](CO)N1C[C@H](C)[C@H](CN(C)Cc2ccc(Cl)c(Cl)c2)Oc2ccc(NC(=O)Nc3ccccc3)cc2CC1=O
  A: -19; B: 16; C: -4; D: -75; E: ·; F: 0; G: 5

CCC1=NN(C(=O)CCc2ccccc2)C(O)(C(F)(F)F)C1 (stereo not given)
  A: 1; B: 10; C: -8; D: -5; E: ·; F: -4; G: -7

O=C(NCCOc1ccccc1)C1CCC(=O)N(CCCN2CCCC2=O)C1 (stereo not given)
  A: 1; B: 6; C: -2; D: -2; E: ·; F: 0; G: 0

CCCC#Cc1cnc2c(c1)C(=O)N([C@@H](C)CO)C[C@H](C)[C@H](CN(C)C(=O)NC1CCCC1)O2
  A: -10; B: -19; C: 5; D: 8; E: -3; F: 27; G: -4

CC(=O)N1Cc2cc(C(=O)NCC(F)(F)F)nc(-c3cccc(-c4cccnc4)c3)c2[C@H]1CCO
  A: 1; B: 2; C: ·; D: ·; E: -9&-4; F: 5; G: ·

CCC(C(=O)Nc1ccc(N2CCOCC2)c(S(=O)(=O)Nc2ccccc2OC)c1)c1ccccc1 (stereo not given)
  A: 9; B: 6; C: 8; D: -4; E: -6; F: 2; G: -6

CC(Sc1nnc(COc2ccc(Cl)cc2)o1)C(=O)Nc1ccc(N2CCOCC2)cc1 (stereo not given)
  A: -2; B: 13; C: -8; D: -17; E: ·; F: -2; G: -1

C[C@H](NC(=O)[C@@H]1N[C@@H]2c3ccc(-c4cncnc4)c(=O)n3C[C@@H]2[C@H]1CO)c1ccccc1
  A: 6; B: -14; C: 0; D: -19; E: ·; F: -1; G: -7

Cc1noc(C)c1NC(=O)N[C@@H]1CC[C@H](CC(=O)NCCCN(C)C)O[C@@H]1CO
  A: 10; B: -4; C: 3; D: -14; E: -12; F: -11; G: 1

O=C(NCCN1CCCCC1)[C@@H]1[C@@H](CO)[C@@H]2Cn3c(cccc3=O)[C@H]1N2C(=O)C1CCCCC1
  A: 3; B: 11; C: -2; D: -23; E: ·; F: 0; G: 2

O=C(NCc1ccco1)c1ccc(C(=O)NCc2ccco2)cc1
  A: -3; B: 0; C: ·; D: ·; E: 4; F: 40*; G: -2

CC(C)NC(=O)NCC[C@H]1CC[C@@H](NC(=O)c2ccc(F)cc2)[C@@H](CO)O1
  A: 9; B: 8; C: -2; D: 16; E: 2; F: -207; G: -1

O=C(NCc1cccnc1)c1cc([N+](=O)[O-])ccc1N1CCOCC1
  A: 2; B: -3; C: ·; D: ·; E: -3; F: 0; G: -4

O=C(NCCc1ccc(Cl)cc1)Nc1ccc(Cl)cc1
  A: -2; B: -20; C: ·; D: ·; E: 3; F: -6; G: -7

C/C=C/c1ccc([C@@H]2[C@@H](CO)N(C(=O)c3cnccn3)C23CN(C(=O)C2CCC2)C3)cc1
  A: -3; B: 0; C: ·; D: ·; E: -1; F: 1; G: 4

O=C(Nc1ccc(Br)cn1)C1CCCN1S(=O)(=O)c1ccccc1 (stereo not given)
  A: ·; B: 12; C: -5; D: 8; E: ·; F: ·; G: ·

CC1(C)CC(=O)c2c(oc3cc(O)c(O)cc23)C1
  A: ·; B: ·; C: 9; D: 5; E: -7; F: ·; G: ·

CCN(C(=O)Nc1cccc(Cl)c1)c1ccccc1
  A: 10; B: -2; C: 7; D: 8; E: -10; F: 0; G: 1

Cc1ccc(OCC(=O)N/N=C\c2ccc(C)o2)c(C)c1
  A: -2; B: 21; C: -3; D: 8; E: 14; F: 2; G: -4

One compound at a time (already shown). Values in the order: S100A4 inh HTS	LGR2 inh	esBAF inh	C2C12 statin	FN deposit inh	Casp6 inh	SIRT5 inh
O=C(NCCOc1ccccc1)C1CCC(=O)N(CCCN2CCCC2=O)C1 (stereo not given) across the screens: 1	6	-2	-2	·	0	0
CCC(C(=O)Nc1ccc(N2CCOCC2)c(S(=O)(=O)Nc2ccccc2OC)c1)c1ccccc1 (stereo not given) across the screens: 9	6	8	-4	-6	2	-6
C[C@H](NC(=O)[C@@H]1N[C@@H]2c3ccc(-c4cncnc4)c(=O)n3C[C@@H]2[C@H]1CO)c1ccccc1 across the screens: 6	-14	0	-19	·	-1	-7
O=C(NCCN1CCCCC1)[C@@H]1[C@@H](CO)[C@@H]2Cn3c(cccc3=O)[C@H]1N2C(=O)C1CCCCC1 across the screens: 3	11	-2	-23	·	0	2
CC(Sc1nnc(COc2ccc(Cl)cc2)o1)C(=O)Nc1ccc(N2CCOCC2)cc1 (stereo not given) across the screens: -2	13	-8	-17	·	-2	-1

(further entries)
Labels used below: A = S100A4 inh HTS; B = LGR2 inh; C = esBAF inh; D = C2C12 statin; E = FN deposit inh; F = Casp6 inh; G = SIRT5 inh
COc1cccc(-n2nc(C(=O)NCC3CCCO3)c3ccccc3c2=O)c1 (stereo not given)
  A: -2; B: -22; C: -2; D: 4; E: 9; F: -1; G: -5

Cc1ccccc1OCCCC(=O)NC1CCCCC1
  A: -5; B: -27; C: 16; D: -11; E: -5; F: -3; G: -2

Cc1ccc(S(=O)(=O)N(C)C[C@H]2Oc3c(NS(=O)(=O)c4ccccc4)cccc3C(=O)N([C@H](C)CO)C[C@H]2C)cc1
  A: -2; B: 5; C: -5; D: ·; E: ·; F: 2; G: 4

Cc1ccc(N2CCN(S(=O)(=O)N(C)C)CC2)cc1C
  A: -4; B: ·; C: 3; D: -1; E: 8; F: -5; G: -2

CC(CCc1ccc(O)cc1)NCc1ccc(Br)cc1 (stereo not given)
  A: 0; B: -3; C: -8; D: 7; E: 3; F: 1; G: 4

Cn1nnnc1SC(C(=O)Nc1ccc(F)cc1)c1ccccc1 (stereo not given)
  A: 1; B: -5; C: -8; D: 3; E: 6; F: -1; G: 2

N#Cc1c(-c2ccccc2)cc(-c2ccccc2)nc1SCC(=O)O
  A: 0; B: -6; C: 4; D: 6; E: 1; F: 10; G: 3

Nn1c(Cc2cccc3ccccc23)nnc1SCC(=O)NC1CCS(=O)(=O)C1 (stereo not given)
  A: ·; B: ·; C: -6; D: -10; E: -10; F: ·; G: ·

O=C(c1cccc(F)c1)N1C[C@@H]2[C@H](c3ccccc31)[C@H](CO)N2Cc1cocn1
  A: -5; B: -18; C: -6; D: -17; E: -18; F: -5; G: 7

COc1ccc(NC(=O)COC(=O)Cc2cccs2)cc1OC
  A: -2; B: 3; C: -5; D: -6; E: 9; F: 2; G: 3

CC(=O)N1CCCc2cc(S(=O)(=O)N3CCCC(C(=O)Nc4cccc(F)c4)C3)ccc21 (stereo not given)
  A: -1; B: 5; C: -1; D: 12; E: 8; F: -15; G: 0

NC(=O)C1CCN(CC(=O)Nc2cc(Cl)ccc2Oc2ccccc2)CC1
  A: -5; B: -14; C: ·; D: ·; E: 5; F: -4; G: -6

CN1C(=O)c2cc(NC(=O)c3cccs3)ccc2OC[C@H]2O[C@@H](CC(=O)N3CCCCC3)CC[C@H]21
  A: 6; B: 16; C: 2; D: 20; E: -1; F: 2; G: -2

O=C(Nc1ccc(Cl)c(S(=O)(=O)N2CCOCC2)c1)[C@@H]1CCCN1C(=O)c1cccs1
  A: -5; B: 3; C: 1; D: -6; E: 0; F: -5; G: -4

CC(NC(=O)c1c(O)c2ccccc2[nH]c1=O)c1ccccc1 (stereo not given)
  A: 0; B: 6; C: -3; D: -4; E: 0; F: 0; G: -4

COc1ccc(C2C3=C(CC(C)(C)CC3=O)Oc3ncn4nc(-c5cccnc5)nc4c32)cc1 (stereo not given)
  A: 5; B: -10; C: 1; D: 2; E: -8; F: 10; G: -5

COCc1ccc([C@@H]2C[C@H]3CN(Cc4ccccc4C)C(=O)[C@]34CCCN24)o1
  A: -8; B: 2; C: 6; D: 2; E: 2; F: 0; G: -1

COc1cc(C(=O)OCC(=O)NC2CCCCC2)cc2c1OCCO2
  A: -6; B: -3; C: -6; D: 7; E: 5; F: 0; G: -5

CCC(=O)N[C@H]1CC[C@@H](CC(=O)NCc2cc(F)cc(F)c2)O[C@H]1CO
  A: 1; B: -3; C: -1; D: 2; E: -2; F: 0; G: 4

O=C(Nc1ncc([N+](=O)[O-])s1)C1COc2ccccc2O1 (stereo not given)
  A: -27; B: -15; C: ·; D: ·; E: -2; F: -1; G: 2

CC12CCC(=O)N1C(C(=O)NNC(=O)c1ccc(Cl)cc1)CS2 (stereo not given)
  A: 5; B: 5; C: -8; D: 5; E: -9; F: 2; G: -4

Cc1cc(NC(=O)COC(=O)COc2ccc(Cl)c(C)c2)no1
  A: 1; B: 3; C: -5; D: 4; E: ·; F: 1; G: ·

O=C(CC1CC1)N1CC(=O)N2[C@H](C1)[C@H](c1ccc(-c3ccccc3)cc1)[C@@H]2CO
  A: 4; B: 3; C: ·; D: ·; E: ·; F: 2; G: -4

Cc1cc(N2CCN(C)CC2)nc2ccc(NC(=S)N3CCN(c4ccc(Cl)cc4)CC3)cc12
  A: -14; B: -3; C: -6; D: 22; E: 7; F: -62; G: -8

Cc1cccc2c3c([nH]c12)CCNC3
  A: -1; B: 5; C: 4; D: -8; E: 0; F: -32; G: 0

O=C(NC1CCCCCC1)C1CC(=O)N(c2ccc(Cl)cc2)C1 (stereo not given)
  A: -15; B: -10; C: -2; D: -10; E: 0; F: -1; G: -4

COC(=O)[C@H]1C[C@H](OC(=O)NCc2ccccc2)[C@@]2(O)CN(S(=O)(=O)c3ccc(C)cc3)CC2[C@H]1C(=O)OC (stereo not given in full)
  A: -2; B: 12; C: -5; D: 1; E: 6; F: -3; G: -6

CCCCCCCN1C2=NCCN2c2ccccc21
  A: -1; B: -23; C: ·; D: ·; E: 4; F: 0; G: -3

O=C1CN(S(=O)(=O)c2ccccc2C(F)(F)F)CCN1
  A: 7; B: 14; C: -1; D: 7; E: ·; F: 2; G: -3

CCOC(=O)c1c(-c2ccccc2)csc1NC(=O)c1cc2ccccc2oc1=O
  A: -4; B: 10; C: ·; D: ·; E: -5; F: -1; G: 1

CN1CCSc2ccc(C(=O)Nc3cc(F)ccc3F)cc21
  A: -1; B: -80; C: 13; D: -2; E: 3; F: 0; G: 2

N#C[C@H]1[C@H](c2ccccc2-c2cccc(F)c2)[C@@H](CO)N1C(=O)C1CCCC1
  A: -32; B: 10; C: ·; D: ·; E: 5; F: 3; G: -8

CC(C)NC(=O)Nc1ccc2c(c1)C(=O)N([C@@H](C)CO)C[C@@H](C)[C@@H](CN(C)S(=O)(=O)c1ccccc1)OCCCC[C@@H](C)O2
  A: -2; B: -3; C: 7; D: ·; E: -6; F: 1; G: 4

O=C(COC(=O)C1CC1)Nc1cccc(Cl)c1
  A: 0; B: ·; C: -1; D: 2; E: -2; F: -2; G: 1

COc1ccc(CCNC(=O)COC(=O)/C=C/c2ccc(OC)cc2OC)cc1
  A: -1; B: -11; C: 1; D: -2; E: ·; F: -3; G: ·

Structures above marked active in Casp6 inh:
molecule	S100A4 inh HTS	LGR2 inh	esBAF inh	Casp6 inh	SIRT5 inh
O=C(NCc1ccco1)c1ccc(C(=O)NCc2ccco2)cc1	-3	0	·	40*	-2

A portion of the library; rates above refer to the full screens.
